Compound activity from PubChem.
ABHD5 PLIN5 PPI – ABHD5-PLIN5 protein interaction inhibition; Split G. princeps luciferase complementation, luminescence, 4 h; hit rate 0.78% among 360,000; inhibition, % at 4 µM; Q00G26+Q8WTS1;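 active means inhibition above the mean inhibition across every tested compound plus 3 SD, cut at about 22% in these data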;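 further: 0% = DMSO only wells and the 100% control is not disclosed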
N-glyco inh – N-linked glycosylation inhibition; reporter increase, % at 12.5 µM; hit rate 0.23% among 360,000; D54 ERlucT glycosylation luciferase reporter, 24 h; percent of 100 nM tunicamycin response;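 active means mean luciferase reporter signal, scaled so untreated is 0 and the glycosylation-blocking control 100, at or above a set limit in every replicate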;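 further: luciferase carries N-glycosylation sites so blocking glycosylation raises the light; 0% = median of neutral control wells and 100% = median of 100 nM tunicamycin wells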
aDG glyco act – alpha-DG glycosylation activation; activation, % at 10 µM; AID 624168; Pro5-aDG cells, alpha-DG glycosylation AlphaScreen (IIH6); 0% Pro5, 100% B10-LARGE cell signal; hit rate 0.22% among 360,000;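 active means activation of at least 8% versus controls, or a plate z-score of at least 8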;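 further: Pro5 are CHO cells carrying HIG-tagged alpha-DG that lacks glycosylation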
H9c2 protect – myocardial damage modulation in H9c2 cells; H9c2 cardiomyocytes, H2O2 injury protection, ATPLite, 2 h; protection from H2O2 cell death, % at 20 µM; hit rate 0.63% among 360,000;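 active means compounds giving at least 50% protection of heart cells from peroxide-induced death in the single-dose screen, raw or plate-pattern-corrected value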;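 further: 0% = DMSO wells with peroxide and 100% = DMSO wells without peroxide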
MC4R antag cAMP – blocks human MC4R cAMP signaling | hit rate 0.48% among 360,000 | MC4R-expressing cells, MTII-stimulated cAMP, LANCE TR-FRET | inhibition, % at 6.5 µM | P32245 | AID 540295;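 active means inhibition above its plate's cutoff, the mean of tested wells on that plate plus 3 SD, cut at about 29% in these data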;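 further: 0% = Melanotan II alone and 100% = Melanotan II plus saturating MCL0020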
Target sequence (P32245 whole entry, looked up): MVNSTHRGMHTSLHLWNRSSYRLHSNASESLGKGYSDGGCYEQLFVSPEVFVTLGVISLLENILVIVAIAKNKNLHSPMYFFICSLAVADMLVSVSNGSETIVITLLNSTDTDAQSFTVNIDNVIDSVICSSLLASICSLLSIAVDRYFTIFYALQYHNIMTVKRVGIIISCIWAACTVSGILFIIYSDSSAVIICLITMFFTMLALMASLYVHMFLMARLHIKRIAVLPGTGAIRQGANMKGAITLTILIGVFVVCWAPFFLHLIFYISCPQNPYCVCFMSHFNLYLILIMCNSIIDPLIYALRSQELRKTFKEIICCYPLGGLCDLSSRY
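Assay system: U2OS-MC4R stable cell line; Also added: Melanotan II; Technique: Eu-cAMP/anti-cAMP TR-FRET, emission 671 nm; Times: 30-min compound, 1-h challenge, 1-h detection, room temperature.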
hiPSC survival – enhancers of human iPSC single-cell survival. hiPSC single-cell survival, ATPlite luminescence; 100% = ROCK inhibitor wells, 0% = DMSO. survival enhancement, % at 20 µM. hit rate 0.044% among 360,000. AID 602274; in the data active means survival enhancement above about 18%;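 further: cells exposed to compounds for 16 hours before the ATP read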
Exocytosis inh – blocks lytic granule exocytosis; TALL-104 LAMP-1 surface exposure, flow cytometry; cells stimulated with thapsigargin and PMA; inhibition, % at 10 µM; hit rate 0.66% among 360,000; AID 651702;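 active means inhibition above about 55%, limit read from the data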
ABCB6 inh MLPCN – inhibitors of human ABC transporter ABCB6. Q9NP58. K562-ABCB6 porphyrin accumulation, flow cytometry, 1 h; hits give low values. fluorescence ratio to DMSO, % at 10 µM. hit rate 0.19% among 360,000;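 active means fluorescence ratio to DMSO below 75%, the collection mean minus 3 SD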;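 further: signal is porphyrin accumulated inside mitochondria; 100% equals median channel fluorescence of DMSO control wells; lower ratio means ABCB6 inhibition with less porphyrin fluorescence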
m5-HT2A agonist – activates the mouse 5-HT2A serotonin receptor. activation, % at 7.6 µM. CHO-K1 mHTR2A beta-arrestin complementation, luminescence; percent of 30 µM serotonin response. hit rate 0.66% among 360,000. AID 624169;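 active means activation above a run cutoff, the mean activation of all tested compounds plus 3 SD, cut at about 14% in these data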;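 further: 0% = plate median of compound wells and 100% = 30 µM serotonin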
Target sequence (P35363 whole entry, looked up): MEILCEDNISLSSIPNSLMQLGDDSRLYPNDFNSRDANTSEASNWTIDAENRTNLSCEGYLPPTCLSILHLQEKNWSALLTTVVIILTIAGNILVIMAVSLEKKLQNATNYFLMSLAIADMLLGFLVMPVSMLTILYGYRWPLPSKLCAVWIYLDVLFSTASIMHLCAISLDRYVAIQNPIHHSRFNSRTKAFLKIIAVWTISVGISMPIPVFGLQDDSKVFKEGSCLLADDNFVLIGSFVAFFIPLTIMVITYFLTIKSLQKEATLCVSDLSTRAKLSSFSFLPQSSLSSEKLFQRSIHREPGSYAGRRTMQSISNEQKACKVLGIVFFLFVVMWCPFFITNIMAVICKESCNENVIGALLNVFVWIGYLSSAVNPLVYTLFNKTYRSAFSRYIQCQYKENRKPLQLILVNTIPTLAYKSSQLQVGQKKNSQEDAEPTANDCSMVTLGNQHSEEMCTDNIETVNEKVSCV
MC4R ag barr – human MC4R agonism via beta-arrestin. U2OS MC4R beta-arrestin complementation, luminescence; percent of melanotan II response, DMSO zero. activation, % at 8.9 µM. hit rate 0.98% among 360,000. AID 540308;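 active means activation above a per-plate cutoff, the mean activation of sample wells on that plate plus 3 SD, cut at about 8% in these data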
Active calls of the source: *. No enrichment for hits (roughly 4.5% active in at least one column).

smiles,ABHD5 PLIN5 PPI,N-glyco inh,aDG glyco act,H9c2 protect,MC4R antag cAMP,hiPSC survival,Exocytosis inh,ABCB6 inh MLPCN,m5-HT2A agonist,MC4R ag barr
COc1ccc(/C(C)=N/NC(=O)CNC(=O)COc2ccccc2)c(OC)c1,4.1,2.6,-0.1,-0.6,5.4,-0.5,-1.4,93.0,2.2,-2.4
CCOC(=O)C1(CCCc2ccccc2)CCN(C(=O)c2n[nH]c(CC)c2C)CC1,-0.2,-4.2,0.4,-6.9,-0.6,-2.1,-17.6,88.0,-2.5,2.8
Cc1cc(O)c(C(C[N+](=O)[O-])c2ccc(Cl)cc2Cl)c(=O)o1 (stereo not drawn),-3.0,-0.7,0.2,1.8,-2.0,0.0,-3.2,98.0,1.6,-1.0
COC(C[C@H]1O[C@H]1[C@H](O)COCc1ccccc1)OC,1.5,-1.2,0.2,-0.5,-1.0,-1.2,3.9,96.0,4.0,-1.8
COc1cc2c(cc1OC)C(C)N(C(=O)/C=C/c1cc(OC)c(OC)c(OC)c1)CC2 (stereo not drawn),-9.0,8.8,0.2,9.3,6.9,-0.1,9.3,96.0,-1.5,0.8
Cn1nc(-c2ccccc2)c2ncc(C(F)(F)F)cc21,-0.4,1.9,0.7,-5.2,-15.1,5.4,3.5,95.0,2.9,2.7
CC(C)(C)[C@@H]1C=C(C(N)=O)O[C@H](OCc2ccc(CO)cc2)C1,12.4,0.0,0.0,-2.2,10.8,-1.6,-2.7,96.0,7.3,-1.4
O=C(C1COc2ccccc2O1)N1CCN(c2ccccc2F)CC1 (stereo not drawn),-2.7,3.3,0.3,-1.8,2.9,0.3,-0.8,101.0,-4.8,-1.1
COc1cc(C2C(=O)c3ccccc3C2=O)ccc1O,2.6,2.9,0.0,3.7,5.5,0.3,17.5,99.0,4.5,0.1
Cc1ccc(S(=O)(=O)CC(=O)N2CCN(c3ccccc3F)CC2)cc1,2.8,1.3,-0.1,-4.5,-0.7,0.9,0.0,93.0,3.5,-2.7

2 compounds picked at random from the list so far, as already listed:
smiles,ABHD5 PLIN5 PPI,N-glyco inh,aDG glyco act,H9c2 protect,MC4R antag cAMP,hiPSC survival,Exocytosis inh,ABCB6 inh MLPCN,m5-HT2A agonist,MC4R ag barr
COc1cc2c(cc1OC)C(C)N(C(=O)/C=C/c1cc(OC)c(OC)c(OC)c1)CC2 (stereo not drawn),-9.0,8.8,0.2,9.3,6.9,-0.1,9.3,96.0,-1.5,0.8
CCOC(=O)C1(CCCc2ccccc2)CCN(C(=O)c2n[nH]c(CC)c2C)CC1,-0.2,-4.2,0.4,-6.9,-0.6,-2.1,-17.6,88.0,-2.5,2.8

Going on with the list.
smiles,ABHD5 PLIN5 PPI,N-glyco inh,aDG glyco act,H9c2 protect,MC4R antag cAMP,hiPSC survival,Exocytosis inh,ABCB6 inh MLPCN,m5-HT2A agonist,MC4R ag barr
CCCC(=O)N1CCC1(C)C(=O)NS(=O)(=O)c1cccc(F)c1 (stereo not drawn),-4.4,-0.3,0.2,0.9,8.7,1.6,-12.5,93.0,1.3,1.5
COc1ccc(S(=O)(=O)N[C@@H](CSCc2ccccc2)C(=O)O)cc1,5.6,-1.8,0.3,1.0,-2.5,-0.1,-0.8,100.0,2.8,-2.5
CC(=O)SCC[N+](C)(C)C,-6.3,1.8,-0.2,7.3,3.2,-1.6,-2.2,94.0,-2.7,-0.7
O=C(C[n+]1ccccc1)Nc1ccc(Oc2ccccc2)cc1,6.8,2.7,-0.1,-1.4,-10.8,0.8,-0.6,98.0,-4.1,-0.4
Cc1cn(CC(=O)N(C)Cc2ccco2)c(=O)[nH]c1=O,8.3,0.5,-0.3,8.3,-1.2,3.5,5.4,97.0,2.4,0.0
COc1cc(C(=O)Nc2cccc(S(=O)(=O)N3CCCC3)c2)cc(OC)c1C,-7.0,1.2,-0.1,-3.5,16.2,0.1,-2.4,94.0,-6.4,-0.9
Cc1ccc(OCCn2c(C3CC(=O)N(Cc4ccccc4)C3)nc3ccccc32)cc1 (stereo not drawn),9.2,0.8,1.0,-7.0,20.4,-1.4,21.5,96.0,-4.8,2.2
Cc1ccc2c(=O)c(C(=O)c3ccc(F)cc3)cn(CC(=O)NCc3ccco3)c2n1,3.4,-0.3,0.0,1.5,3.7,0.6,0.7,99.0,12.9,-2.6
CCCCn1c(SCC(=O)N2CCOCC2)nnc1-c1ccoc1C,-2.6,0.7,-0.1,-6.2,3.7,-0.1,-3.3,99.0,-3.7,-2.8
COc1cc(OC)c(C(=O)OCC(=O)Nc2ccc(N3CCOCC3)cc2)cc1OC,7.6,0.3,-0.1,6.4,8.9,2.8,-0.3,102.0,-3.7,-0.2
Nn1c(SCC(=O)Nc2ccc(S(=O)(=O)N3CCCC3)cc2)nnc1C(F)(F)F,3.3,0.1,-0.4,10.8,3.3,0.4,-4.0,93.0,6.6,-1.0
COc1ccc(-c2c(C)nn3c(N)c(C#N)cnc23)cc1OC,-1.6,-0.6,1.3,-0.4,-2.9,0.1,1.4,102.0,3.1,-0.6
CC(=O)NS(=O)(=O)c1ccc(NC(=O)/C=C/c2ccco2)cc1,5.7,-1.9,-0.3,11.7,1.0,0.2,-2.7,100.0,7.8,-2.5
CC(=O)Nc1cccc(C(=O)OCC(=O)NC(=O)c2ccccc2)c1,4.4,0.7,-0.2,13.4,11.6,0.9,-6.4,98.0,-1.5,-4.2
COc1cccc(CC2(CO)CCN(S(=O)(=O)N(C)C)CC2)c1,-5.1,0.1,0.1,4.9,18.3,-1.9,21.5,102.0,-1.0,1.9
Cc1c(C(=O)N2CCN(Cc3ccc4c(c3)OCO4)CC2)sc2ncnc(N3CCN(c4ccccc4)CC3)c12,11.1,-3.4,0.4,6.5,5.5,-0.4,10.7,94.0,-4.2,0.2
COc1ccc(C2=NN(C(=O)CCC(=O)O)C(c3ccccc3)C2)cc1 (stereo not drawn),-1.5,-0.7,0.0,13.6,-3.2,-0.4,-3.1,90.0,4.2,-2.4
COc1cc(C(=O)Nc2cccc3cccnc23)cc(OC)c1OC,0.0,3.2,0.1,36.0,0.1,-0.1,23.5,89.0,4.3,-0.8
CSc1nnc(C)c(=O)n1COC(=O)COc1ccc(F)cc1,-1.9,0.0,0.0,1.0,10.6,1.7,5.9,99.0,2.9,-1.3
COCCNc1nc(NCc2ccc(NC(C)=O)cc2)c2sccc2n1,0.4,0.9,0.0,11.1,1.2,2.9,2.4,95.0,-0.9,-1.9
O=[N+]([O-])C(/C=C(/Cl)[N+](=O)[O-])=C(N1CCCCC1)N1CCCCC1,3.4,6.4,0.6,-0.6,8.4,-0.1,-0.3,99.0,-0.6,-2.3
CC1CC(C)CN(C(=O)COC(=O)C2CCN(S(=O)(=O)c3c(Cl)cccc3Cl)CC2)C1 (stereo not drawn),-3.8,0.0,0.3,-0.9,-2.9,0.2,-3.4,94.0,6.0,-1.2
O=S1(=O)CCC(=Nc2ccc(Cl)cc2)c2ccsc21,4.6,3.3,-0.2,3.8,-2.1,2.2,-4.2,92.0,3.0,2.0
O=C1NN(c2ccccc2)C(=O)C2C1C1C=CC2C12CC2 (stereo not drawn),7.8,2.0,-0.2,3.4,-6.8,3.0,-1.8,90.0,3.7,2.3
CCS(=O)(=O)N1Cc2ccccc2CC1C(=O)OCC(=O)N(C(C)C)C(C)C (stereo not drawn),-1.5,0.6,0.1,-2.1,9.7,-0.7,1.0,98.0,3.2,-3.3
COCCCNC(=O)c1ccc(Cn2c(=O)[nH]c3ccccc3c2=O)cc1,3.7,0.7,-0.1,1.7,9.3,-0.9,-2.7,96.0,7.0,-0.4
CC(C)OC(=O)c1nnc(Cc2ccc(Cl)cc2)o1,-1.3,-1.3,0.1,1.6,1.4,-1.4,-1.3,102.0,2.8,-0.2
Cc1ccc(C(=O)N2NC(c3ccc(F)cc3)C3C(=O)N(c4ccc(C)c(C)c4)C(=O)C32)cc1 (stereo not drawn),2.8,-0.6,0.1,-16.3,-2.3,0.4,0.8,98.0,5.4,1.9
CC(C)c1ccc(NC(=O)CCNS(=O)(=O)c2cc(Br)cnc2N)cc1,-18.8,-3.4,0.6,-11.0,6.3,-0.1,6.5,100.0,-4.5,3.1
CCN(C(=O)CSc1nccc(=O)[nH]1)C1CCCCC1,3.2,0.6,0.1,11.5,-0.2,-0.2,8.2,99.0,5.5,0.0
O=C(/C=C/c1ccco1)N1CCN(S(=O)(=O)c2cccs2)CC1,12.6,-1.9,0.2,7.6,5.1,4.6,-1.9,101.0,-0.8,-2.0
COc1ccc(NC(=S)N2CCC(c3nc4ccccc4[nH]3)CC2)c(OC)c1,-6.6,2.7,-0.1,1.9,1.0,0.1,0.1,66.0*,1.6,-2.8
Oc1ccc(C=NNc2ccccn2)c(O)c1,-8.6,-10.6,2.0,-0.3,-6.4,-2.8,-2.5,94.0,-8.7,0.2
Cc1cccc(N2CCN(S(=O)(=O)c3ccc4c(c3)NC(=O)CS4)CC2)c1C,-12.1,-2.8,1.4,-15.7,2.4,0.3,-0.1,95.0,-4.5,1.5
O=C(O)c1cnc2[nH]c3ccccc3n2c1=O,-4.2,0.3,-0.1,3.9,1.9,-0.6,0.8,89.0,5.1,-0.2
Cc1cccc(-c2nnc(SCc3ccc(C#N)cc3)n2Cc2ccco2)c1,-3.3,-3.7,0.6,10.1,3.4,6.1,3.5,101.0,2.2,-1.9
COc1ccc(Cl)cc1NC(=O)CCN1CCN(C)CC1,0.4,0.5,-0.1,7.6,7.2,3.7,-13.5,98.0,4.1,-0.3
O=S(=O)(NCc1ccccc1)c1cnc[nH]1,8.5,0.4,-0.3,-2.2,3.7,-0.7,1.0,95.0,3.8,0.7
CC(C)CN(CC(C)C)S(=O)(=O)N1CCC(C(=O)N2CCc3ccccc3C2)CC1,1.8,13.8,0.0,6.5,11.3,-1.1,-1.7,98.0,-0.1,-1.6
CC1=CC(C)(C)N(C(=O)CN2C(=O)c3ccccc3C2=O)c2ccc(C)cc21,-0.6,-0.9,0.3,1.5,-7.0,0.9,0.5,104.0,0.9,1.5
COc1ccc([N+](=O)[O-])cc1NC(=O)c1ccccc1SC,3.5,0.4,0.2,-1.6,7.4,-0.4,-0.8,96.0,-2.9,0.8
CCOC(=O)c1c(NC(=O)CC2Sc3ccc(C(F)(F)F)cc3NC2=O)sc(C)c1C (stereo not drawn),2.0,1.0,-0.3,-15.9,5.7,-1.4,-6.8,101.0,-0.5,-0.6
O=c1cc(-c2ccccc2Cl)oc2cccc(O)c12,-0.9,-1.4,0.4,-4.7,3.8,0.5,-1.2,94.0,0.2,-1.4
COc1ccc(CN=C2NN=C(c3cccc(OC)c3)CS2)cc1,-8.2,2.0,0.0,-7.0,2.1,-0.5,0.3,93.0,3.3,-1.5
O=S1(=O)CCC(NC(=S)Nc2ccc3ccccc3c2)C1 (stereo not drawn),0.1,0.6,-0.1,-0.4,10.2,-0.4,5.9,97.0,0.0,1.3
CCCCn1c(N)c(N(CCOC)C(=O)c2cccc(S(=O)(=O)N3CCCCC3)c2)c(=O)[nH]c1=O,10.0,1.4,-0.3,4.4,4.5,-0.3,-0.7,99.0,-1.4,-2.8
